Screens from PubChem.
miR-122 sensor: miR-122 inhibition in Huh7 cells | activation (reporter increase), % at 12.5 µM | Huh7 miR-122 Renilla luciferase sensor, 48 h; neutral wells = 0, positive control = 100 | 0.3% of 340,000 active | AID 602342;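 active means mean replicate activation score at least 90 and every replicate individually at or above 90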;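 further: higher luciferase means less miR-122 activity so hits act as miR-122 inhibitors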
PGC1a acetyl inh: modulators of PGC1a acetylation | 0.17% of 350,000 active | U2OS PGC1a acetylation, AlphaScreen anti-acetyl-lysine; with virally co-expressed GCN5 acetyltransferase | inhibition, % at 15.6 µM | AID 651687;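 active means every replicate shows inhibition of at least 40%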;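 further: 0% = neutral control wells and 100% = positive control wells; some results beyond the cut were filed as inactive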
LGR2 inh: blocks bursicon-induced cAMP signaling via Drosophila LGR2; HEK293 LGR2, CRE-luciferase, bursicon-stimulated, 4 h; inhibition, % at 9.99 µM; 0.35% of 380,000 active;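 active means drop in luminescence signal, shown as inhibition above about 50% in the replicate tests, limit read from the data, passing the limit was not always enough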;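 further: agonist challenge used bursicon conditioned medium at about half maximal strength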
EWS-Fli block: EWS/Fli transcriptional activity inhibition. A673 NR0B1-luciferase reporter, viability-normalised. inhibition, % at 12.6 µM. 0.67% of 350,000 active. AID 651661;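 active means mean inhibition of at least 50% after viability correction, with every replicate also passing that limit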;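 further: firefly luciferase signal divided by Alamar Blue viability fluorescence both relative to DMSO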
CASP6 VEID inh: inhibitors of human caspase-6 | P55212 | purified caspase-6, Z-VEID-R110 cleavage fluorescence | inhibition, % at 12.5 µM | 0.53% of 350,000 active | AID 686996;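 active means mean inhibition across replicates at least about 35%, with every replicate also reaching that limit, limit read from the data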;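 further: 0% = median of neutral control wells and 100% = no fluorescence left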
Target sequence (P55212 24-179 limits assumed): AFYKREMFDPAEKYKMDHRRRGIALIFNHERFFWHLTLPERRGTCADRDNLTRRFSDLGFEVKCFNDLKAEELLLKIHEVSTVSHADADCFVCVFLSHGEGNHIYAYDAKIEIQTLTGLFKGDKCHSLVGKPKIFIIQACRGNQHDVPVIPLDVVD
Target sequence (P55212 194-293 limits assumed): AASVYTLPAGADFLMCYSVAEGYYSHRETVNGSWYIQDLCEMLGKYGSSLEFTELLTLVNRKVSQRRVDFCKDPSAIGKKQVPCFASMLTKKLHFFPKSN
PAX8 reporter: inhibitors of PAX8 transcriptional activity in RMG-I cells | RMG-I TPO-luciferase reporter, SteadyGlo, 24 h | inhibition, % at 12.6 µM | 1.2% of 360,000 active | AID 652154;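 active means mean replicate inhibition at least 60% with every replicate also reaching 60%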;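 further: luciferase light reporting Pax8 driven TPO promoter activity; plate controls were median of neutral control wells for no effect and mitoxantrone controls for full effect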
FN deposit inh: fibronectin deposition inhibition; inhibition, % at 12.6 µM; AID 743247; AH1F fibroblasts, Alexa488-fibronectin deposition fluorescence, overnight; 0.086% of 350,000 active;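 active means mean inhibition across replicates of 30% or more, regardless of how many single replicates reach that level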;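 further: positive control wells lacked labelled fibronectin entirely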
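test system = AH1F fibroblasts assembling fluorescent fibronectin matrix | quantity = 10000 AH1F cells per well | buffer or medium = DMEM plus 2% serum, read in PBS | doses = single dose, pinned | incubation = 1 h cell attachment, overnight exposure to compound and label | detection = fluorescence at 485 nm excitation, 525 nm emission | read-out basis = inhibition from reduced deposited-fibronectin fluorescence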
Cneo AK release: causes C. neoformans cell lysis; adenylate kinase release luminescence, 4 h; normalised: neutral wells 0, clomiphene wells 100; lysis activity, % at 15 µM; 0.2% of 360,000 active;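 active means mean lysis activity across replicates of at least 80%, whatever share of replicates individually reach that level; inactive means mean lysis activity below 80%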
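Material: C. neoformans cells; Schedule: 4 h static compound exposure, 37 °C, read 1 h post-reagent; Measured by: adenylate kinase release luminescence; Read-out: signal increase indicating cell lysis; Controls: Clomiphene as positive lysis control.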
* marks the source's active call; other numbers are inactive results; . = no result given; & = joins results of further samples; [ ] = another dose, or the depositor's remark.

SMILES,miR-122 sensor,PGC1a acetyl inh,LGR2 inh,EWS-Fli block,CASP6 VEID inh,PAX8 reporter,FN deposit inh,Cneo AK release
C[C@H]1CN([C@@H](C)CO)C(=O)CCCn2cc(nn2)CO[C@@H]1CN(C)Cc1ccccc1C(F)(F)F,0[16.7 µM],2,13,-7,-1,.,9,3
Cc1nn(-c2ccccc2)cc1C(=S)Nc1ccccc1,6,10,-57,-56,4,-168,.,0
COc1ccc(C2CN=NC23CCc2ccccc2C3=O)cc1 (centres undefined),32,-6,-30,32,-2,15,-5,-1
CCCc1cc(=O)n2[nH]c(C)c(-c3ccccc3OC)c2n1,2,.,-3,7,0,7,-3,2
Cc1ccc2c(C(=O)CCl)c(C)[nH]c2c1,0,2,-9,9,3,23,-14,-4
CCCc1cc(=O)oc2cc(OCC(=O)NCCCN3CCOCC3)ccc12,-1,3,-4,.,-10,-12,0,0
O=C(Nc1ccc(Cl)c(Cl)c1)N1CC=C(c2ccccc2)CC1,-5,12,.,.,.,-58,2,1
O=c1[nH]c(=S)[nH]cc1Oc1ccc(Br)cc1Br,13,-19,11,6,-5,9,-5,7
Cc1ccc(OCc2cc(C(=O)N3CCN(C4CCCCC4)CC3)no2)cc1C,1,11,-25,-73,1,-60,-7,-1
CC(=O)Nc1ccc(NC(=O)CSc2nnc3ccc(-c4ccc(F)cc4)nn23)cc1,.,17,6,4,-2,-5,7,.
COc1ccc(CCC(=O)N/N=C\c2cccs2)cc1,.,.,19,5,1,6,-4,.
CC1CC(C)CN(S(=O)(=O)c2ccc(C(=O)Nc3nnc(C4CC4)o3)cc2)C1 (centres undefined),-6,.,-1,31,5,9,3,1
CNC[C@@H]1Oc2ncc(C#CCC3CCCC3)cc2C(=O)N([C@H](C)CO)C[C@@H]1C,-5[16.7 µM],2,-3,0,-1,.,.,4
O=C(C[C@@H]1C=C[C@H](NC(=O)c2ccncc2)[C@H](CO)O1)NCCc1ccncc1,.,-4,-17,8,2,.,-6,-4
COc1ccc(NC(=O)c2csc(Cc3ccccc3)n2)cc1,4,-4,.,.,.,-58,6,-12
O=C(Nc1ccc(Cl)cc1)N[C@H]1CC[C@@H](CCNC(=O)c2ccccc2F)O[C@@H]1CO,.,9,20,-1,0,-11,.,1
C[C@@H]1CN([C@@H](C)CO)C(=O)c2cc(NC(=O)Nc3ccc(C(F)(F)F)cc3)ccc2O[C@@H]1CN(C)C(=O)Nc1ccccc1,-7[16.7 µM],-5,11,-5,0,4,.,1
O=C(NNC(=O)c1ccccc1[N+](=O)[O-])c1ccc(NC(=O)c2ccccc2)cc1,.,.,28,.,3,-3,-2,-2
CN1C(=O)c2cc(NC(=O)c3cscn3)ccc2OC[C@@H]2O[C@@H](CC(=O)N3CCOCC3)CC[C@H]21,3[16.7 µM],-1,7,-1,0,1,1,-3
CC[C@H](C)[C@@H]1NC(=O)[C@@H](CC(C)C)NC(=O)[C@H](C(C)C)NC(=O)[C@H]2CSSC[C@H](NC1=O)C(=O)N2,-26,72*,72*,68*,-4,116*,34*,0
CC(=O)c1ccc(N2CCN(C(=O)C(=O)c3cn(CC(=O)N4CCOCC4)c4ccccc34)CC2)cc1,-2,-25,5,3,1,-14,0,1
Cn1ncc(Br)c1N1C(=O)CCC1=O,-2,10,20,16,1,-4,-3,0
CC[C@]12c3[nH]c4ccc(Cl)cc4c3CCN1C(=O)[C@@H](CC(=O)NCCCn1ccnc1)C[C@@H]2C(=O)N1CCN(C(=O)C2CC2)CC1,-4,-22,-16,3,-65,7,-2,3
C[C@@H]1CN([C@H](C)CO)C(=O)c2cc(NC(=O)Nc3cccc4ccccc34)ccc2O[C@@H]1CN(C)Cc1ccc2c(c1)OCO2,-3[16.7 µM],-1,3,-13,1,31,.,19
C[C@H](CO)N1C[C@H](C)[C@H](CN(C)C)Oc2ccc(NC(=O)Nc3cccc4ccccc34)cc2CC1=O,-5[16.7 µM],2,-20,.,2,-7,.,-11

Later entries:
SMILES,miR-122 sensor,PGC1a acetyl inh,LGR2 inh,EWS-Fli block,CASP6 VEID inh,PAX8 reporter,FN deposit inh,Cneo AK release
CS(=O)(=O)N1[C@@H](C#N)[C@@H](c2ccc(C#CC3CCCC3)cc2)[C@@H]1CO,.,-7,-3,-7,1,6,-6,-1
CC(C)[C@H](NC(=O)OCc1ccccc1)C(=O)OCC(=O)Nc1ccc(N2CCOCC2)cc1,-4,16,-11,-17,-3,-2,.,-1
C[C@@H]1CCCCO[C@H](CN(C)C(=O)CCC(F)(F)F)[C@@H](C)CN([C@H](C)CO)C(=O)c2cc(NC(=O)Nc3ccc4c(c3)OCO4)ccc2O1,12[16.7 µM],7,-4,-5,2,-13,.,3
CCN(CC)S(=O)(=O)c1cc(NC(=O)Cc2ccc(S(=O)(=O)N3CCOCC3)s2)ccc1Cl,2,-6,10,26,3,20,-10,5
C[C@@H]1CN([C@@H](C)CO)C(=O)c2cc(NC(=O)NC3CCCCC3)ccc2O[C@@H]1CN(C)CC1CCCCC1,8[16.7 µM],-2,5,-3,1,8,.,0
CCNc1nc(NCC)nc(SCCOC(=O)COc2ccc(Cl)cc2Cl)n1,1,8,0,1,2,.,.,-2
O=C(COn1nnc2ccc(Cl)cc21)Nc1ccc(F)cc1,3,-9,3,11,2,-16,-5,-1
O=C1NCCCc2c1oc1ccc(O)cc21,4,15,.,.,.,.,16,-2
COCCOC(=O)c1c(C)n(C)c2ccc(OC(=O)N3CCOCC3)cc12,9,2,.,.,.,.,-6,0
CCOc1ccc(NC(=O)CN(c2ccc([N+](=O)[O-])cc2)S(=O)(=O)c2ccccc2)cc1,.,.,10,42,0,35,4,.
C[C@H](CO)N1C[C@H](C)[C@H](CN(C)S(=O)(=O)c2ccc(F)cc2)Oc2c(NC(=O)CCCCCC(=O)Nc3ccccc3N)cccc2C1=O,.,-3,3,-2,-3,8,.,.
CC(C)C(NS(=O)(=O)c1cccc2nsnc12)C(=O)Nc1nccs1 (centres undefined),5,3,-6,-13,1,1,-4,-5
COCC(=O)Nc1ccc2c(c1)C(=O)N(C)[C@H]1CC[C@H](CC(=O)Nc3cn(C)nc3C)O[C@H]1CO2,17[16.7 µM],-4,6,7,.,-2,-2,-1
CCC(=O)N1[C@@H](CO)[C@H](c2ccccc2)[C@@H]1CN(C)C(=O)CN1CCOCC1,0[16.7 µM],-1,-5,-2,14,-3,-2,-3
Cc1nccn1CCC(=O)O,2,4,-2,.,.,.,.,1
CC(C)(C)OC(=O)NCCc1onc(-c2ccc([N+](=O)[O-])cc2)c1C(=O)O,-2,-6,-2,-10,-1,-11,2,-4
COc1ccccc1-n1ccnc1SCC(=O)NC1CCCC1,.,.,-13,10,0,13,.,.
CCOC(=O)CN1CC23C=CC(O2)C(C(=O)N2CCN(c4ccc(F)cc4)CC2)C3C1=O (centres undefined),.,.,.,6,1,6,3,1
Cc1nc(/C=C\C(=O)O)c2cc(C)oc2n1,-6,-13,18,-1,2,-7,-3,.
Cc1cc2cc(CCNC(=O)c3ccc(C)c([N+](=O)[O-])c3)c(=O)[nH]c2cc1C,0,-1,-3,.,.,.,-12,0
CCOC(=O)c1c(C)nc(-c2ccccc2)nc1N,11,-9,.,.,.,.,-1,-3
COc1cccc(COC(=O)c2cc(S(=O)(=O)N3CCOCC3)ccc2Cl)c1OC,1,10,8,9,1,-1,-4,0
C[C@@H]1CCCCO[C@@H](CN(C)Cc2ccc(Cl)c(Cl)c2)[C@H](C)CN([C@@H](C)CO)C(=O)c2cc(NS(=O)(=O)c3cccs3)ccc2O1,-19[16.7 µM],-21,6,2,-3,71*,-13,0
C[C@@H]1CN([C@@H](C)CO)C(=O)c2cccc(NS(=O)(=O)c3ccccc3)c2O[C@H]1CN(C)C(=O)Nc1ccc(C(F)(F)F)cc1,3[16.7 µM],7,3,-5,1,-20,.,0
CCOC(=O)c1nnn(CC(=O)N2N=C(c3ccccc3)CC2c2ccccc2)c1C(=O)OCC (centres undefined),5,.,.,.,.,3,9,0

Rewritten as labelled records: entries from further up
CCOC(=O)c1nnn(CC(=O)N2N=C(c3ccccc3)CC2c2ccccc2)c1C(=O)OCC (centres undefined)
  miR-122 sensor: 5
  PGC1a acetyl inh: .
  LGR2 inh: .
  EWS-Fli block: .
  CASP6 VEID inh: .
  PAX8 reporter: 3
  FN deposit inh: 9
  Cneo AK release: 0
CCC(=O)N1[C@@H](CO)[C@H](c2ccccc2)[C@@H]1CN(C)C(=O)CN1CCOCC1
  miR-122 sensor: 0[16.7 µM]
  PGC1a acetyl inh: -1
  LGR2 inh: -5
  EWS-Fli block: -2
  CASP6 VEID inh: 14
  PAX8 reporter: -3
  FN deposit inh: -2
  Cneo AK release: -3
Cc1cc2cc(CCNC(=O)c3ccc(C)c([N+](=O)[O-])c3)c(=O)[nH]c2cc1C
  miR-122 sensor: 0
  PGC1a acetyl inh: -1
  LGR2 inh: -3
  EWS-Fli block: .
  CASP6 VEID inh: .
  PAX8 reporter: .
  FN deposit inh: -12
  Cneo AK release: 0

Other structures follow:
SMILES,miR-122 sensor,PGC1a acetyl inh,LGR2 inh,EWS-Fli block,CASP6 VEID inh,PAX8 reporter,FN deposit inh,Cneo AK release
C=CCSc1nnc(-c2cnn(-c3ccccc3)c2-n2cccc2)n1C,4,6,.,.,.,5,-3,-1
CS(=O)(=O)Nc1ccc([N+](=O)[O-])cc1Oc1ccccc1,0,1,-9,0,.,1,-4,1
C[C@@H]1CN([C@H](C)CO)C(=O)c2cc(NC(=O)c3ccccc3)ccc2O[C@@H](C)CCCCO[C@@H]1CN(C)S(=O)(=O)c1ccccc1,8[16.7 µM],11,9,-2,-2,-21,5,55
CCNC(=O)Nc1ccc2c(c1)C(=O)N(C)[C@H]1CC[C@@H](CC(=O)N[C@@H](C)c3ccccc3)O[C@@H]1CO2,.,.,-13,-8,6,-2,-1,3
COc1ccc(NC(=O)N(C)C[C@@H]2OCCCC[C@@H](C)Oc3ccc(NC(=O)Nc4ccc(F)cc4)cc3C(=O)N([C@H](C)CO)C[C@@H]2C)cc1,3[16.7 µM],4,20,-7,1,-16,.,-1
CC1(C)N=C(N)NC(Nc2ccc(Br)cc2)=N1,0,-10,.,.,.,.,-2,-2
Cc1cc(C)nc(SCC(=O)c2ccc(C)c(C)c2)n1,3,23,-14,-28,2,-18,2,-3
C[C@@H]1CN([C@H](C)CO)C(=O)CCCn2nncc2CO[C@H]1CN(C)C(=O)Nc1ccc(N2CCN(C)CC2)cc1,-2,4&-5&6,5&2,-4&-1&4,-9&-1,-20&5&12,3&-3,-1&-3

One compound at a time, as listed above.
CCNC(=O)Nc1ccc2c(c1)C(=O)N(C)[C@H]1CC[C@@H](CC(=O)N[C@@H](C)c3ccccc3)O[C@@H]1CO2 is listed with miR-122 sensor = .; PGC1a acetyl inh = .; LGR2 inh = -13; EWS-Fli block = -8; CASP6 VEID inh = 6; PAX8 reporter = -2; FN deposit inh = -1; Cneo AK release = 3
C=CCSc1nnc(-c2cnn(-c3ccccc3)c2-n2cccc2)n1C is listed with miR-122 sensor = 4; PGC1a acetyl inh = 6; LGR2 inh = .; EWS-Fli block = .; CASP6 VEID inh = .; PAX8 reporter = 5; FN deposit inh = -3; Cneo AK release = -1
